# Granule exo inh: LAMP-1 surface exposure blockers, TALL-104 cells – cell-based, flow cytometry, MLPCN library, primary screen. 0.66% of 360,000 active. TALL-104 LAMP-1 surface exposure; cells stimulated with thapsigargin and PMA. inhibition, % at 10 µM;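 active = inhibition above about 55%, limit read from the data; inconclusive = no clear call, values can overlap the other calls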
# Vif imaging: HIV Vif self-association inhibitors, primary screen, imaging, HEK293T, single point | HEK293T cells, Vif self-association by quenched fluorescence, 24 h | inhibition, % at 7.49 µM | 0.35% of 340,000 active; in the data active = inhibition above about 50%, passing the limit was not always enough; inconclusive = no clear call, values can overlap the other calls; inactive = below about 31%; also: some results filed as inactive read as strong as hits
# ABHD5-PLIN5 inh: ABHD5-PLIN5 interaction inhibitors, primary screen, cell lysate, split luciferase complementation, luminescence; Perilipin-5 (Homo sapiens) + 1-acylglycerol-3-phosphate O-acyltransferase ABHD5 (Homo …; Split G. princeps luciferase complementation, 4 h; inhibition, % at 4 µM; 0.78% of 360,000 active; AID 602281, 2012;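 active = inhibition above the mean inhibition across every tested compound plus 3 SD, cut at about 22% in these data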;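 also: 0% = DMSO only wells and the 100% control is not disclosed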
# TLR9-MyD88 inh: inhibitors of TLR9-MyD88 association in cells, primary screen, cell-based, CHO, BLA complementation, fluorescence | 0.21% of 340,000 active | Toll-like receptor 9 (Homo sapiens) + Myeloid differentiation primary response protein … | inhibition, % at 4.98 µM | CCF4 FRET ratio | AID 504734, 2011;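 active = inhibition above the mean over all tested compounds plus 3 SD, cut at about 21% in these data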;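 also: 0% = DMSO only wells and 100% = clavulanate BLA inhibitor control wells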
# N-glyco inh: increase of ERlucT glycosylation luciferase signal, primary screen, N-linked glycosylation inhibitor project, D54 ERlucT cells, luminescence, set 2; D54 ERlucT glycosylation luciferase reporter, 24 h; percent of 100 nM tunicamycin response; reporter increase, % at 12.5 µM; 0.23% of 360,000 active; AID 588692, 2011;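 active = mean luciferase reporter signal, scaled so untreated is 0 and the glycosylation-blocking control 100, at or above a set limit in every replicate; inconclusive = mean reaches the limit but not every replicate does; inactive = mean below the limit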;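 also: luciferase carries N-glycosylation sites so blocking glycosylation raises the light; 0% = median of neutral control wells and 100% = median of 100 nM tunicamycin wells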
# ABCB6 inh 2: ABCB6 transporter inhibitors, primary screen, K562-ABCB6 cells, flow cytometry, MLPCN library | 0.19% of 360,000 active | K562-ABCB6 porphyrin accumulation, 1 h; active compounds read low | fluorescence ratio to DMSO, % at 10 µM | ATP-binding cassette sub-family B member 6 (Homo sapiens), Q9NP58;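 active = fluorescence ratio to DMSO below 75%, the collection mean minus 3 SD; inconclusive = too few cells collected in the well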;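 also: signal is porphyrin accumulated inside mitochondria; 100% equals median channel fluorescence of DMSO control wells; lower ratio means ABCB6 inhibition with less porphyrin fluorescence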
# MC4R ag barr: MC4R agonists recruiting beta-arrestin, primary screen, cell-based, luminescence, agonist arm of biased-ligand search | Melanocortin receptor 4 (Homo sapiens), P32245 | U2OS MC4R beta-arrestin complementation; percent of melanotan II response, DMSO zero | activation, % at 8.9 µM | 0.98% of 360,000 active | AID 540308, 2011;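 active = activation above a per-plate cutoff, the mean activation of sample wells on that plate plus 3 SD, cut at about 8% in these data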
# NOD2-RIPK2 inh: NOD2-RIPK2 binding disruptors in cells, primary screen, fluorescence, CHO cells, BLA complementation | 0.38% of 360,000 active | Receptor-interacting serine/threonine-protein kinase 2 (Homo sapiens), O43353 | CCF4 ratio | inhibition, % at 4.98 µM | AID 624267, 2012; in the data active = inhibition above about 21%;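 also: 0% = vehicle only and 100% = reference blocker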
# MC4R antag cAMP: MC4R antagonists of cAMP signaling, primary screen, cell-based, TR-FRET, antagonist arm of biased-ligand search; Melanocortin receptor 4 (Homo sapiens), P32245; MC4R-expressing cells, MTII-stimulated cAMP, LANCE TR-FRET; inhibition, % at 6.5 µM; 0.48% of 360,000 active; AID 540295, 2011;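 active = inhibition above its plate's cutoff, the mean of tested wells on that plate plus 3 SD, cut at about 29% in these data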;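 also: 0% = Melanotan II alone and 100% = Melanotan II plus saturating MCL0020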
#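 Material – human MC4R-expressing U2OS cells · Repeats – no replicates · Detection – TR-FRET with Eu-cAMP and labeled anti-cAMP, 671 nm · Times – compound 30 min, challenge 1 h, detection 1 h · Compound – single nominal compound dose of 6.5 µM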
# aDG glyco act: activators of alpha-DG glycosylation, primary screen, uHTS, Pro5-aDG cells, AlphaScreen; alpha-DG glycosylation AlphaScreen (IIH6); 0% Pro5, 100% B10-LARGE cell signal; activation, % at 10 µM; 0.22% of 360,000 active; AID 624168, 2012;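 active = activation of at least 8% versus controls, or a plate z-score of at least 8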;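 also: Pro5 are CHO cells carrying HIG-tagged alpha-DG that lacks glycosylation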
# * marks the source's active call; other numbers are inactive results; ? = inconclusive; · = not tested or not shown. Not all compounds are listed; the hit share may differ from the screen's.
no.	Compound	MC4R ag barr	N-glyco inh	NOD2-RIPK2 inh	TLR9-MyD88 inh	MC4R antag cAMP	ABHD5-PLIN5 inh	Granule exo inh	Vif imaging	aDG glyco act	ABCB6 inh 2
1	CCCn1c(SCC(=O)N2c3ccccc3Sc3ccccc32)nc2c1c(=O)n(C)c(=O)n2C	1.8	-5	-3	-9	2	-5	1	4	0.1	99
2	Cc1ccc(S(=O)(=O)N2CCC(c3nnc(SCCN4CCCC4)n3C)CC2)cc1	-1.4	4	16	-6	-1	-2	-2	?	0.0	96
3	NC(=O)Cn1c(O)c(N=NC(=O)CNC(=O)/C=C/c2ccccc2)c2ccccc21	-0.7	2	-6	7	-6	-3	-3	1	-0.1	105
4	O=C(CSc1nnc(Cc2cccs2)n1Cc1ccco1)Nc1ccc(Br)cc1	0.1	-1	-1	-4	4	16	-1	-1	0.0	119
5	Cc1ccc(/C=N/NC(=O)c2nnn(-c3nonc3N)c2CN(C)C)o1	-1.2	1	5	-4	2	-3	-7	20	0.0	96
6	O=C(CC(C(=O)N1CCc2ccccc21)n1ccnc1)NCc1ccccc1 (configuration not stated)	-0.2	1	0	-41	12	0	-6	6	-0.2	107
7	COc1ccc(OCC(=O)Nc2ccc(S(=O)(=O)N(C)c3ccccc3)cc2)cc1	-2.2	1	-2	-4	3	-9	1	-7	-0.3	97
8	O=C(c1ccccc1)N(Nc1ccccc1)c1ccccc1	0.0	2	-8	-5	10	4	-1	-1	-0.3	93
9	Cn1nc(-c2ccc(Cl)cc2)c2cc(C(=O)N3CCN(c4ccccc4)CC3)sc21	1.0	-2	-4	-5	-4	-2	8	9	0.0	105
10	CCc1cccc(NC(=O)CCCn2nc(C)c3c(C)n(-c4ccccc4)nc3c2=O)c1	-2.2	1	-5	4	6	-4	2	-3	-0.1	89
11	COc1cc2sc3cc(NCCCN4CCOCC4)ccc3c(=O)c2cc1OC	0.9	10	-6	-7	-7	-1	-3	12	-0.1	99
12	Cc1snc(SCc2ccc(F)cc2)c1C#N	4.1	-5	2	8	0	2	-7	-1	0.0	94
13	O=C1NCCNC1(c1c[nH]c2ccccc12)C(F)(F)F (configuration not stated)	-1.2	1	-17	-14	4	5	-2	0	0.1	101
14	COc1cc(C(=O)Nc2c(C(=O)N3CCOCC3)oc3ccccc23)cc(OC)c1OC	-1.8	4	1	0	13	1	10	-7	0.0	100
15	O=C(NCC(c1ccc(F)cc1)N1CCOCC1)c1cccnc1Sc1ccccc1 (configuration not stated)	-1.5	0	-3	-5	-6	-3	1	2	0.1	95
16	S=c1nc(-c2cccc(Br)c2)[nH][nH]1	-0.3	1	-8	-6	8	-10	1	-1	-0.2	100
17	COCCN(CC(=O)Nc1cccc(C)c1C)C(=O)Cc1ccsc1	-3.1	2	-10	-10	5	6	0	8	0.1	91
18	Cc1nc(NC(=O)CCN2C(=O)C3CC=CCC3C2=O)sc1C (configuration not stated)	-1.4	2	-4	-1	-1	1	0	-1	-0.3	95
19	COc1cccc(OCCCCSc2ncccn2)c1	-1.9	-3	-8	2	5	-5	-4	1	0.1	98
20	CCOC(=O)C1(Cc2ccc(OC)cc2)CCN(C(=O)Cc2cccnc2)CC1	-0.3	4	3	-3	4	6	-2	0	0.1	97
21	O=S(=O)(c1cccc(C(F)(F)F)c1)N1CCC(O)(c2cccnc2)CC1	-1.1	-1	3	-4	5	-1	-1	-1	0.1	87
22	CCOC(=O)CC(=O)CSc1nc(-c2ccccc2)cc(-c2ccc(Cl)cc2)c1C#N	2.1	-4	-2	-30	17	2	-4	·	0.0	104
23	Cc1cc(C(F)(F)F)nc(SCC(=O)Nc2c(C)n(C)n(-c3ccccc3)c2=O)n1	2.8	-1	11	-1	5	12	-4	-10	0.0	98
24	Cc1ccc(NC(=O)c2cc3ccccc3oc2=N)cc1	-1.3	-17	-7	4	-4	1	30	-6	-0.1	98
25	CCc1nc(NCCC(C)C)c(C#N)c2c1CCCC2	3.7	1	1	-17	3	-4	-3	·	2.1	88
26	COc1cc(NC(=O)CCC(=O)N2CCN(S(=O)(=O)c3ccc(C)cc3)CC2)cc(OC)c1	0.0	3	0	-3	2	-2	-3	1	-0.1	99
27	O=C(NCc1ccco1)C1CC2CCC1C2 (configuration not stated)	0.2	2	5	-4	11	1	-3	-1	0.1	100
28	CC(C)N(C(=O)COC(=O)c1ccc(Cl)s1)c1ccccc1	-1.5	0	4	-2	5	6	-2	-3	0.0	92
29	CCOC(=O)C1=C(C)N(CCCC(=O)O)C(=O)NC1c1ccccc1OS(=O)(=O)c1ccc([N+](=O)[O-])cc1 (configuration not stated)	-1.6	2	0	-2	-5	-4	1	-5	-0.1	92
30	O=C(COC(=O)Cn1cnc2ccccc21)Nc1ccc2c(c1)C(=O)c1ccccc1C2=O	2.4	10	6	3	0	3	-2	2	0.4	105
31	Nc1ccc(CCc2ccc(N)cc2)cc1	-0.2	3	0	3	13	2	-7	1	0.1	96
32	Cc1cc(C)n(-c2ccc3nncn3n2)n1	-1.8	1	-6	-7	11	6	-5	15	0.1	94
33	Fc1ccc(CSc2nnc(CN3CCOCC3)n2-c2ccccc2)c(Cl)c1	-1.1	-2	4	3	6	-1	-1	-1	-0.2	98
34	O=c1[nH]c2ccc(S(=O)(=O)N3CCCC3)cc2[nH]1	-1.4	-1	-6	1	-7	-8	-6	16	0.2	93
35	O=C(COC(=O)CNC(=O)C1CCCCC1)Nc1ccc2ccccc2c1	-0.4	2	6	2	9	-5	0	11	-0.1	92
36	CCN(CC(=O)NC1CC1)S(=O)(=O)c1ccc(OC)cc1	-1.4	2	2	-9	8	7	2	-8	-0.4	103
37	CC(C)c1nc(SCC(=O)NCC2CCCO2)c2c(=O)n(C)c(=O)n(C)c2n1 (configuration not stated)	-2.6	1	6	-9	8	0	-3	0	0.1	100
38	Cc1cccc(C)c1OCC(=O)N/N=C/c1cccn1C	-1.1	1	-8	0	3	10	2	2	-0.1	95
39	CN(C)CC/C=C1/c2ccccc2Sc2c(O)cc(Cl)cc21	-1.8	1	5	-1	3	11	-2	-7	-0.1	114
40	Cc1cc(Cl)ccc1OC(C)C(=O)Nc1ccc(S(=O)(=O)Nc2cnc3ccccc3n2)cc1 (configuration not stated)	-1.1	0	-4	2	12	-10	14	-2	-0.2	92
41	c1coc(-c2cc3nc(NCc4ccc5c(c4)OCO5)ccn3n2)c1	1.1	2	0	·	4	8	3	-5	-0.2	91
42	COc1ccc2c(c1)CCc1c(C(=O)N3CCc4ccccc4C3)noc1-2	0.8	-1	-2	2	0	-2	3	4	0.1	107
43	CCCOc1cccc(C2C(C(=O)c3cccs3)=C(O)C(=O)N2Cc2cccnc2)c1 (configuration not stated)	-1.4	2	-9	8	6	6	0	5	0.0	103
44	COc1ccccc1/C=C\C=N\n1c(C2CCCCC2)n[nH]c1=S	-0.6	-1	-8	-10	4	1	18	-14	-0.1	94
45	COCCN(C(=O)COC(=O)c1cc(C)n(-c2ccccc2)c1C)c1c(N)n(Cc2ccccc2)c(=O)[nH]c1=O	-3.4	0	6	-5	7	-3	-3	-6	0.1	98
46	Nc1nnc(SCC(=O)Nc2cccc(S(=O)(=O)N3CCCCC3)c2)s1	-0.7	2	-4	-8	1	-5	-7	6	-0.1	94
47	Cc1onc(-c2ccccc2)c1C(=O)Nc1nnc(CC(C)(C)C)s1	0.3	-2	-12	3	2	4	3	-42	0.0	95
48	CC(=O)c1ccc(NC(=O)CN2CCN(S(=O)(=O)c3ccc4ccccc4c3)CC2)cc1	-1.5	0	-5	-1	11	-1	-2	-3	0.0	96
49	Cc1ccc(S(=O)(=O)Nc2cccc(S(=O)(=O)Nc3ccccc3C(=O)O)c2)c(C)c1	-0.5	3	-4	-7	25	-2	-1	-4	0.0	100
50	COc1ccc(N2CC(C)(C)C2=O)cc1	-1.7	0	-10	-3	1	-3	4	·	0.2	99
51	NCCCC[C@@H](C(=O)NCCCCCCCCCCC(=O)N1CCNCC1)n1cc(CCO)nn1	-1.2	1	-7	-2	2	-5	-2	·	0.0	99
52	Cc1ccc(C(C)C)c(OC/C(O)=C(\C#N)c2nc3ccccc3[nH]2)c1	1.0	-2	9	-1	6	-1	3	-17	0.0	99
53	C=CCNc1nc2cc(-c3ccc(C(=O)N4CCOCC4)cc3)sc2c(=O)n1C	-0.5	13	-5	·	-3	8	-2	·	-0.2	97
54	COc1cccc(-c2sc3ccc(OC)cc3c2-c2ccc(O)cc2)c1	1.9	-2	-4	0	3	-10	-7	-1	0.5	88
55	C#CCOCCOCCOCCNc1nc(N2CCN(C(=O)CCCCCCCCCCNC(=O)[C@H](CCCCN)n3cc(C[C@@H](C)CC)nn3)CC2)nc(N2CCN(C(=O)CCCCCCCCCCNC(=O)[C@H](CCCN=C(N)N)n3cc(C[C@@H](C)CC)nn3)CC2)n1	-2.1	-23	73*	34*	83*	63*	-2	?	-0.7	102
56	C=CCNc1nc(NCc2cccc(OC)c2)c2sc(-c3ccccc3)cc2n1	-0.8	-11	-2	·	-1	5	55	-11	4.3	95
57	COC(=O)c1ccc2c(=O)n(Cc3ccc(C(=O)NC4CCCC4)cc3)c(=S)[nH]c2c1	4.2	16	-24	-4	7	12	-1	-2	0.0	100
58	CC1CCN(S(=O)(=O)c2ccc(S(=O)(=O)N3CCC4(CC3)OCCO4)cc2)CC1	0.2	0	-14	4	3	-2	2	2	7.0	98
59	COC(CNC(=O)CN1CCN(Cc2ccc(F)cc2Cl)C1=O)OC	-0.4	2	-5	-7	19	-2	-6	-6	0.1	97
60	O=C(N/N=C/c1ccc(OC(=O)c2cccc(F)c2)cc1)c1cccnc1	0.9	1	-1	6	0	-6	7	13	0.1	97
61	Cc1cc(Br)c(S(=O)(=O)NCc2ccncc2)cc1C	-3.9	4	-6	-4	3	6	2	-8	4.3	90
62	COc1ccc(C(=O)/C=C/C(=O)N(CC(=O)NC2CCCCC2)Cc2ccc(F)cc2)c(O)c1	-3.6	8	12	-15	29*	18	48	-10	-0.7	90
63	CCSC1=NCCN1S(=O)(=O)c1ccc(Cl)cc1	-1.8	2	-4	-1	-1	-6	0	-2	-0.1	105

# Screens from PubChem BioAssay.
